GST TR-FRET counter: biotin-GST/anti-GST TR-FRET signal inhibitors, dose response, artefact control for Vif-APOBEC3G degradation inhibitor project, biochemical (AID 1117362). TR-FRET counter screen, biotin-GST/anti-GST signal. inhibition, % at the top dose, mostly 100 µM; hits show IC50 in µM. 3,600 compounds, 2.8% hits;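 active = inhibition above 30% at one or more concentrations, seen consistently on every test date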;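 also: biotinylated GST protein used in place of GST-Vif 1-94 and biotin-A3G peptide; detects fluorescence quenchers or blockers of GST binding to anti-GST antibody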
* hit, by the source's call. This is a subset; count on the stated rates, not on these rows.

SMILES	GST TR-FRET counter
Cn1cccc1/C=C1/C(=O)NC(=O)N(Cc2ccc(F)cc2)C1=O	-0.9%
CC(C)Sc1nnc([C@@H](N)Cc2ccccc2)o1	-0.4%
Cc1cc(N(CCCl)CCCl)ccc1C=NNC(=O)c1cccnc1	10%
COc1ccc(C2=NCC(=O)N(CC(=O)NCc3ccco3)c3sc4c(c32)CCCC4)cc1OC	-3.4%
CC(=O)c1c(O)n(C)c(=S)n(-c2ccccc2)c1=O	-0.3%
O=C1NC(=O)N(c2ccccc2)C(=O)/C1=C\c1ccc([N+](=O)[O-])s1	-8.4%
Cc1nc2cc(F)ccc2n1C1CCN(Cc2nnnn2CCc2ccccc2)CC1	4.3%
CCCNC1=C(C)C(=O)C2=C(C1=O)C(COC(N)=O)[C@]1(OC)C3NC3CN21 (stereo partly specified)	-11%

A portion taken from the entries so far, for reference:
SMILES	GST TR-FRET counter
CC(=O)c1c(O)n(C)c(=S)n(-c2ccccc2)c1=O	-0.3%
O=C1NC(=O)N(c2ccccc2)C(=O)/C1=C\c1ccc([N+](=O)[O-])s1	-8.4%
Cc1nc2cc(F)ccc2n1C1CCN(Cc2nnnn2CCc2ccccc2)CC1	4.3%
CCCNC1=C(C)C(=O)C2=C(C1=O)C(COC(N)=O)[C@]1(OC)C3NC3CN21 (stereo partly specified)	-11%

Screening results deposited in PubChem by Southern Research Institute.
